# High-throughput results deposited in PubChem BioAssay by National Center for Advancing Translational Sciences (NCATS).
# SW480 rereplic = induces DNA re-replication in SW480 colon adenocarcinoma cells; SW480 DNA re-replication, Hoechst DNA content imaging, 48 h; Potency, µM (series often up to 46.1 µM), inactives show top-dose re-replication activation, most hits filed as activators; 340,000 tested, 1.8% active; also: % of control where 0% means no effect; nearly all actives have a fitted effect of over 55% in size
#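 Per well, 250 cells were exposed to pinned compound for 48 hr. Nuclear DNA was visualised with Hoechst (40 min, 37 C) and total object intensity recorded by fluorescence scanning.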
# HT1080 IDH1KD tx = HT-1080 IDH1 knockdown cell toxicity (counter line) | HT-1080 IDH1 knockdown viability, ATP luminescence, 48 h | Potency, µM (top dose mostly 46.1 µM), for inactives: at the top dose activity, negative = toxicity, actives largely listed as cytotoxic | 360,000 tested, 2% active;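 also: 0% = DMSO wells and -100% = cell-free medium wells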
#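 Knockdown cells (IDH1KD HT-1080) received compounds 2 h after plating at 750 cells/well and were kept 48 h at 37 °C in 5% FBS RPMI. A CellTiter-Glo luminescence read gave % activity for curve fitting.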
# KB-3-1 cytotox = KB-3-1 parental cell cytotoxicity | AID 1347075 | KB-3-1 viability, CellTiter-Glo ATP luminescence, 72 h | 400,000 tested, 1.4% active | Potency, µM (series often up to 46.1 µM), for the others: at the top dose activity change, negative = cytotoxic, actives largely listed as cytotoxic; also: % is scaled to controls: 0 for no effect and ±100 for the full control effect; nearly all actives have a fitted effect of over 60% in size
#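 Multi-concentration cytotoxicity screen in KB-3-1 cells grown in DMEM lacking phenol red with 10% FBS. After 72 h at 37 °C with compound, ATP-dependent luminescence was recorded.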
# TDP43 rescue = TDP-43 toxicity inhibition in yeast. TDP-43 expressing yeast growth rescue, BacTiter-Glo, 24 h. Potency, µM (series often up to 46.1 µM), for the others: at the top dose growth rescue (activation), usual class: activators. 410,000 tested, 1.8% active. AID 652104; also: % of control where 0% means no effect; nearly all actives have a fitted effect of over 50% in size
#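 In this qHTS, compounds that restore growth of yeast expressing TDP-43 appear as activators. Cells (OD600=0.02, galactose medium, raffinose-pregrown) are incubated with compound 24 hr at 30 deg C and growth is quantified by BacTiter-Glo.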
# GLP1R inv ag = inverse agonists of human GLP-1 receptor. P43220. HEK293 GLP-1R CRE-luciferase, luminescence, 24 h; GLP-1R form is constitutively active. Potency, µM (series often up to 38.3 µM), inactives show at the top dose activity change, negative = inhibition, usual class: inhibitors. 410,000 tested, 1.6% active. AID 624417; also: % is scaled to controls: 0 for no effect and ±100 for the full control effect; nearly all actives have a fitted effect of over 55% in size
# Target sequence (P43220 whole entry, looked up): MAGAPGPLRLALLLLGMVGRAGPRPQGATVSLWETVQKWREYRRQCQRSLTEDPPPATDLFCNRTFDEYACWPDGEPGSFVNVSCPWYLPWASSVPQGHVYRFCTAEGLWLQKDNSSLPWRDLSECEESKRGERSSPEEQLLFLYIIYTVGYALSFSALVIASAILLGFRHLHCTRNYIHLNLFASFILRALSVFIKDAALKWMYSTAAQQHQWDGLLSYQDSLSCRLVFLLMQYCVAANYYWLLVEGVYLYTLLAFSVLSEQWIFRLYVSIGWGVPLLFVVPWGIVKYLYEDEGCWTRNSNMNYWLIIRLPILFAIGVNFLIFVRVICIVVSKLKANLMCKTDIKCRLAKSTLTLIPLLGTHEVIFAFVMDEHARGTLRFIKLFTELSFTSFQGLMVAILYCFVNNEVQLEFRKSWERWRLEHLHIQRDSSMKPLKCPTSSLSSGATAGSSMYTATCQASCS
#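 Luminescence readout: a drop in cAMP-driven luciferase signal flags inverse agonism at a constitutively active GLP-1R stably expressed in HEK293. Compound exposure lasted 24 hr at 37 deg C, 5% CO2.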
# GLP-1R agonist = GLP-1 receptor (human) agonism. P43220. HEK293 GLP-1R CRE-luciferase, luminescence, 4-6 h; cells express a hypersensitive GLP-1R form. Potency, µM (doses to about 45.6 µM), without a hit: at the top dose activation, hits mostly activators. 380,000 tested, 0.007% active; also: % of control where 0% means no effect
# HT1080-NT tox = kills 2HG-producing HT-1080-NT fibrosarcoma cells; HT-1080-NT fibrosarcoma viability, CellTiter-Glo ATP luminescence, 48 h; AID 686970; Potency, µM (doses to about 46.1 µM), without a hit: top-dose activity, negative = less viability, most hits filed as cytotoxic; 360,000 tested, 1.6% active;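 also: NT is the 2HG producing partner of a matched IDH1 knockdown line; 0% = DMSO-treated cells and -100% = media-only wells without cells; nearly all actives have a fitted effect of over 55% in size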
#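 750 cells/well, RPMI + 5% FBS; 2 h settle, compound pin-transfer, 48 h at 37 degrees C. CellTiter-Glo 10 min RT, luminescence. Normalized to DMSO and media-only wells.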
# HEK293 tox = cytotoxicity counter-screen for GLP-1 receptor inverse agonists. AID 624418. 410,000 tested, 0.13% active. Potency, µM (top dose mostly 38.3 µM), inactives show at the top dose activity change, negative = inhibition, actives largely listed as inhibitors. HEK293 cAMP-luciferase reporter cells, luminescence, 24 h;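 also: loss of luciferase light is scored as toxicity; % is scaled to controls: 0 for no effect and ±100 for the full control effect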
#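 To flag toxic compounds, the library was rerun on cells for 24 hr at 37 deg C and 5% CO2. Viability-linked luminescence was captured 12 min after adding luciferase detection reagent.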
# KB-V1 MDR tox = kills drug-selected multidrug resistant KB-V1 cells; KB-V1 MDR cells viability, CellTiter-Glo, 72 h; Potency, µM (highest dose often 46.1 µM), without a hit: at the top dose activity change, negative = cytotoxicity, hits mostly cytotoxic; 400,000 tested, 3.4% active; also: % is scaled to controls: 0 for no effect and ±100 for the full control effect; nearly all actives have a fitted effect of over 60% in size
#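 KB-V1 MDR subline cells in DMEM (phenol-red free, 10% FBS) exposed to compounds in qHTS concentration series for 72 h at 37 degrees C. Viability read by CellTiter-Glo luminescence; concentration-effect curves fitted after normalization and correction.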
# * hit, by the source's call; ? = inconclusive; . = not tested or not shown; [ ] = dose if it differs, or a comment. Calls follow the shape of the dose curve; as a rule, active = well fitted curve in the direction sought with a large enough effect; inconclusive = small, poorly fitted or top-dose-only effect, or another doubt; inactive = no such curve, though single readings can be large; an effect the other way counts as inactive or inconclusive. Potency is read from the fitted curve at half-maximal effect.
cpd	Compound	GLP-1R agonist	SW480 rereplic	TDP43 rescue	KB-V1 MDR tox	GLP1R inv ag
1	CC(C)=C(NC(=O)c1ccccc1)C(=O)N/N=C/c1ccc(O)cc1	-3%	0%	11%	6%	-5%
2	CCN(CC)CCN(Cc1cc2cc3c(cc2[nH]c1=O)OCCO3)C(=O)NC1CCCCC1	19%	1%[9.22 µM]	-13%	0%	-7%
3	O=C(Oc1cccc2c(O)cccc12)c1ccccc1	1%	3%	?	-3%	-18%
4	CC1CCCN(C(=O)C2CCN(c3ncnc4c3nc3n4CCCCC3)CC2)C1 (configuration not stated)	14%	-1%	14%	22%	4%
5	CN=C(Nc1cc(Cl)ccc1Cl)SC1CC(=O)N(c2ccc(C(=O)OC)cc2)C1=O (configuration not stated)	-4%	1%	25µM*	?	4µM*
6	COc1cccc(CN2CCN(C3CCN(c4ccccc4C)CC3)CC2CCO)c1 (configuration not stated)	2%	6%	-6%	0%	?
7	Cc1nnc(SCC(=O)N(C)Cc2ccccc2)[nH]c1=O	0%	2%	-15%	4%	10%
8	Cc1ccc(CN2CC(C(=O)Nc3ccc(C)c(S(=O)(=O)N4CCCCC4)c3)CC2=O)cc1 (configuration not stated)	-37%[inhibitor]	1%	8%	21µM*	?
9	CCOC(=O)N1CCC(NC(=O)CCc2nc(-c3ccccc3F)no2)CC1	-5%	-7%	6%	?	8%
10	COc1ccc(OCC(=O)O/N=C(\N)Cc2cccs2)cc1	25%	2%	-5%	?	2%

cpd	HEK293 tox	HT1080-NT tox	KB-3-1 cytotox	HT1080 IDH1KD tx
1	-2%[1.53 µM]	11%	11%	8%
2	?	-13%	-31%	2%
3	-23%	-14%	0%	3%
4	-6%	-7%	0%	0%
5	-22%	?	-11%	?
6	7%	1%	-8%	-14%
7	8%	-4%	-12%	-1%
8	1%	-4%	16µM*	-26%
9	7%	1%	12%	-1%[9.24 µM]
10	0%	-4%	-1%	0%

# Continued; the last two above are carried over.
cpd	Compound	GLP-1R agonist	SW480 rereplic	TDP43 rescue	KB-V1 MDR tox	GLP1R inv ag
9	CCOC(=O)N1CCC(NC(=O)CCc2nc(-c3ccccc3F)no2)CC1	-5%	-7%	6%	?	8%
10	COc1ccc(OCC(=O)O/N=C(\N)Cc2cccs2)cc1	25%	2%	-5%	?	2%
11	CCCN(CCC)S(=O)(=O)c1ccc(C(=O)Nc2nnc(-c3cccc(OC)c3)o2)cc1	-12%	3%	7%	?	22%
12	O=C(NCCc1ccccc1F)N[C@@H](Cc1ccccc1)C(=O)O	-5%	-16%	12%	13%	5%
13	COc1ccccc1CNC(=O)c1cnc2ccccn2c1=O	12%	-19%	15%	25%	21%
14	CC(NC(=O)c1cccs1)c1ccccc1 (configuration not stated)	-4%	15%	15%	1%	1%
15	CCCC1C2C(=O)N(c3ccccc3OC)C(=O)C2ON1c1ccccc1 (configuration not stated)	-9%	0%	4%	21%	0%
16	CC1(OC(=O)C2CCCC2)C(=O)C=C2C=C(c3ccc(C#N)cc3)OC=C2C1=O (configuration not stated)	-2%	-12%	?	-3%	11%
17	Cn1c(=O)c2c(-c3ccc(Cl)cc3)n(Cc3ccccc3)cc2n(C)c1=O	8%	.	0%	?	-17%
18	CN(C)c1ccc(N=Nc2ccccc2C(=O)OCC(=O)N2CCCCCC2)cc1	?	-5%	1%	3.3µM*	?
19	COc1ccc([C@H]2C[C@@H](O)[C@H](n3cc(COC(=O)c4ccccc4)nn3)CN2C(=O)c2cccs2)cc1	-2%	.	?	5%	-10%
20	COC(=O)c1cn(C(=O)c2ccc(Cl)cc2)c2ccccc12	6%	-3%	-7%	-9%	0%

cpd	HEK293 tox	HT1080-NT tox	KB-3-1 cytotox	HT1080 IDH1KD tx
9	7%	1%	12%	-1%[9.24 µM]
10	0%	-4%	-1%	0%
11	-7%	?	?	?
12	0%	2%	10%	0%
13	-3%	-8%	-7%	5%
14	1%	4%	0%	-3%
15	1%	3%	-3%	13%
16	-7%	-2%	2%	-1%
17	-7%	.	10%	.
18	?	-16%	?	-19%
19	-2%	5%	9%	5%
20	0%	20%	0%	14%

# A second format for some results above:
No. | molecule | GLP-1R agonist | SW480 rereplic | TDP43 rescue | KB-V1 MDR tox | GLP1R inv ag | HEK293 tox | HT1080-NT tox | KB-3-1 cytotox | HT1080 IDH1KD tx
9 | CCOC(=O)N1CCC(NC(=O)CCc2nc(-c3ccccc3F)no2)CC1 | -5% | -7% | 6% | ? | 8% | 7% | 1% | 12% | -1%[9.24 µM]
10 | COc1ccc(OCC(=O)O/N=C(\N)Cc2cccs2)cc1 | 25% | 2% | -5% | ? | 2% | 0% | -4% | -1% | 0%
11 | CCCN(CCC)S(=O)(=O)c1ccc(C(=O)Nc2nnc(-c3cccc(OC)c3)o2)cc1 | -12% | 3% | 7% | ? | 22% | -7% | ? | ? | ?
12 | O=C(NCCc1ccccc1F)N[C@@H](Cc1ccccc1)C(=O)O | -5% | -16% | 12% | 13% | 5% | 0% | 2% | 10% | 0%
13 | COc1ccccc1CNC(=O)c1cnc2ccccn2c1=O | 12% | -19% | 15% | 25% | 21% | -3% | -8% | -7% | 5%
14 | CC(NC(=O)c1cccs1)c1ccccc1 (configuration not stated) | -4% | 15% | 15% | 1% | 1% | 1% | 4% | 0% | -3%
15 | CCCC1C2C(=O)N(c3ccccc3OC)C(=O)C2ON1c1ccccc1 (configuration not stated) | -9% | 0% | 4% | 21% | 0% | 1% | 3% | -3% | 13%
16 | CC1(OC(=O)C2CCCC2)C(=O)C=C2C=C(c3ccc(C#N)cc3)OC=C2C1=O (configuration not stated) | -2% | -12% | ? | -3% | 11% | -7% | -2% | 2% | -1%
17 | Cn1c(=O)c2c(-c3ccc(Cl)cc3)n(Cc3ccccc3)cc2n(C)c1=O | 8% | . | 0% | ? | -17% | -7% | . | 10% | .

# The results go on.
cpd	Compound	GLP-1R agonist	SW480 rereplic	TDP43 rescue	KB-V1 MDR tox	GLP1R inv ag
21	O=C(COC(=O)c1ccc(OC(F)F)cc1)NCC1CCCO1 (configuration not stated)	-3%	.	12%	10%	10%
22	Cc1cc(Cl)c(S(=O)(=O)NCc2cccnc2)cc1OCC(N)=O	-7%	-10%[9.22 µM]	5%	7%	-19%
23	COc1ccc(NC(=O)CCn2cccn2)cc1OC	1%	.	20%	8%	6%
24	O=C(CN1CCC(n2nnc3cc(F)ccc32)CC1)NCc1ccco1	10%	1%	18%	2%	6%
25	CCc1cc(C(c2ccncc2)N2CCN(C)CC2)c(NC(=O)c2ccccc2)s1 (configuration not stated)	5%	-693%[inhibitor]	-16%	21µM*	0%
26	Cc1cccc(NC2SC(=O)NC2=O)c1 (configuration not stated)	0%	-4%	15%	-11%	9%[7.66 µM]
27	Cc1cc(Cl)ccc1OCC(=O)N1CCCN(C(=O)COc2ccc(Cl)cc2C)CC1	-16%	-1%	25µM*	5.8µM*	?
28	N#Cc1sc(NCc2ccccn2)nc1Cl	5%	18%	-4%	-3%	11%
29	O=C(OCc1cc2ccccc2[nH]c1=O)c1cccs1	12%	?	-22%	0%	10%
30	CC1(C)C2CC=C(/C=N/NC(=O)C(N)=O)C1C2 (configuration not stated)	-6%	-32%[inhibitor]	3%	18%	-11%

cpd	HEK293 tox	HT1080-NT tox	KB-3-1 cytotox	HT1080 IDH1KD tx
21	14%	5%	0%	9%
22	-26%	7%	-3%	5%
23	-12%	.	15%	.
24	11%	18%	5%	10%
25	-21%	-1%	-1%	0%
26	-2%[7.66 µM]	23%	-7%	2%
27	-24%	-18%	?	-28%
28	-10%	-17%	6%	-12%
29	-5%	3%	4%	12%
30	8%	-4%	1%	0%

# (listing goes on)
cpd	Compound	GLP-1R agonist	SW480 rereplic	TDP43 rescue	KB-V1 MDR tox	GLP1R inv ag
31	Cc1cc(OCC(=O)N2CCOCC2)ccc1NC(=O)C1CCCCC1	-9%	-16%	-16%	13%	6%
32	CCOC(=O)CNC(=O)CSc1nnc(-c2ccc(OC)cc2)n1CC	-1%	0%	0%	25%	8%
33	CCN(CC)c1ccc(C2NC(=O)c3ccccc3N2)cc1 (configuration not stated)	-8%	10µM*	?	2.3µM*	?
34	CC(Cl)c1cc(-c2ncc(C(F)(F)F)cc2Cl)no1 (configuration not stated)	7%	-1%	-21%	?	4%
35	COc1ccc(Cl)cc1S(=O)(=O)N1CCC(C(=O)N2CCOCC2)CC1	-6%	-1%	13%	-17%	4%
36	C(=C\c1ccccc1)/CSc1nnc(-c2cccnc2)n1Cc1ccco1	1%	-4%	4%	0%	-10%
37	COc1ccc(NC(=O)Cn2nc([N+](=O)[O-])c(Cl)c2C)cc1OC	-2%	-24%	3%	-2%	12%
38	Cc1nc2c(=O)n(-c3ccc(F)cc3F)nc(C)c2s1	1%	0%	-15%	-14%	12%
39	Cc1ccccc1OCC(=O)Nc1ccc2oc(=O)ccc2c1	-2%	-8%	?	?	-10%[0.307 µM]
40	CCOc1cc(/C=C2\SC(=N)N(c3nccs3)C2=O)ccc1OCCN1CCOCC1	19%	.	-3%	7.3µM*	-20%
41	CC(C)C(=O)N(c1ccc(F)cc1)C1C=CS(=O)(=O)C1 (configuration not stated)	-3%	0%	-27%	-13%	2%
42	COc1ccc(-c2cc(N)n(S(=O)(=O)c3ccc(C)cc3)n2)c(OC)c1	18%	0%	12%	?	6%
43	Cc1ccc(N(CC(=O)NC(C)C)C(=O)CCC(=O)Nc2ccccn2)cc1	1%	0%	2%	-17%	8%

cpd	HEK293 tox	HT1080-NT tox	KB-3-1 cytotox	HT1080 IDH1KD tx
31	1%	3%	1%	1%
32	-3%	6%	-5%	6%
33	-41%	?	4.1µM*	?
34	3%	16%	8%	4%
35	-1%	1%	0%	3%
36	-1%	3%	0%	5%
37	5%	0%	15%	-1%
38	1%	-4%	1%	-9%
39	-4%[0.307 µM]	-12%	3%	2%
40	-13%	-27%	-9%	?
41	-1%	11%	0%	0%
42	-7%	-3%	14%	-3%
43	-19%	4%	-2%	10%
